DAGLB inhibitor = blocks human DAGLB lipase activity; inhibition, % at 5.17 µM; AID 504411; 340,000 compounds, 0.059% hits; Q8NCG7; HEK293T DAGLB membrane lysate, EnzChek fluorogenic substrate; in the data active means inhibition above about 34%;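 further: 0% = enzyme with vehicle and 100% = wells lacking enzyme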
Target sequence (Q8NCG7 whole entry, looked up): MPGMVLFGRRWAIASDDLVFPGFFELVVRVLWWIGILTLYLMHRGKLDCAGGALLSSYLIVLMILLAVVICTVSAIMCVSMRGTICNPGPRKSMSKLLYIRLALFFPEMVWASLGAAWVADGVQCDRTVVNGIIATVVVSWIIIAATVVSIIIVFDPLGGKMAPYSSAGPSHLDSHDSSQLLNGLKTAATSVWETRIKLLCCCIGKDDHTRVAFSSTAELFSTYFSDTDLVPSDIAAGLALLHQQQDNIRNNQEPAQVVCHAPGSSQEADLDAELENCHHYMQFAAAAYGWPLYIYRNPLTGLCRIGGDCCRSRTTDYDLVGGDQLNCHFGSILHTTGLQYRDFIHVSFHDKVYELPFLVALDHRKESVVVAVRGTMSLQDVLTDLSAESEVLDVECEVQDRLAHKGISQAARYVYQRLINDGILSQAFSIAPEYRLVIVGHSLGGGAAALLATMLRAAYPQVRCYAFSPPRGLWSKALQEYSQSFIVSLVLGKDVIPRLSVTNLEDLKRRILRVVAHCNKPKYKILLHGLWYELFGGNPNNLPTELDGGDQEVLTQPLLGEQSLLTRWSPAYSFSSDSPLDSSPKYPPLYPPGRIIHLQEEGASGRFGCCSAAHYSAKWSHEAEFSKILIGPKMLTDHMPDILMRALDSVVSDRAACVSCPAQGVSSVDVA
RTF Ca sens act = increases calcium sensitivity of human cardiac regulated thin filaments; IANBD-labeled TnC RTF fluorescence at EC20 calcium; 0% EC20 calcium, 100% full calcium; activation, % at 7.2 µM; 340,000 compounds, 0.24% hits; AID 493008;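 active means activation above the mean over all tested compounds plus 3 SD, cut at about 30% in these data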;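 further: rise in fluorescence read as greater calcium sensitivity of cardiac thin filaments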
CAL PDZ FP-1 = inhibitors of human CAL PDZ peptide binding; Q9HD26; AID 504414; purified CAL PDZ, TMR-peptide fluorescence polarization, 1 h; inhibition, % at 20 µM; 330,000 compounds, 0.02% hits;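 active means highest replicate inhibition of at least 40%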;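 further: plate controls were DMSO neutral control wells for no effect and unlabeled competitor peptide control wells for full effect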
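Material – purified CerCALP PDZ construct · Detection – FP readout, S and P plane fluorescence · Measure – percent inhibition from loss of millipolarization · Controls – unlabelled peptide for full inhibition, DMSO wells as neutral · Probe or stimulus – TMR-labelled reporter peptide T*-PRC34 bound in PDZ groove · Times – 1 h at RT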
PKA-R2B act = activates the human PKA-R2B holoenzyme complex. P22694+P31323. PKA-R2B holoenzyme dissociation, Cy5-IP20 fluorescence polarization; R2B truncated from residue 108, S112A mutant; 0% DMSO only, 100% 113 µM cGMP. activation, % at 11.4 µM. 340,000 compounds, 0.079% hits;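 active means activation above a cutoff set at the mean over all compounds plus 3 SD, cut at about 18% in these data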;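 further: higher means more holoenzyme dissociation and a rise in polarization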
RTF Ca sens inh = cardiac RTF calcium desensitization | P19429+P45379 | IANBD-labeled cardiac RTF, Ca2+ fluorescence | inhibition, % at 7.15 µM | 340,000 compounds, 0.12% hits | AID 493244;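 active means inhibition above the mean inhibition of all tested compounds plus 3 SD, cut at about 17% in these data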;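 further: assay run at fixed EC70 calcium of 1.6 mM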
CAL PDZ FP-2 = inhibitors of human CAL PDZ peptide binding; purified CAL PDZ, TMR-peptide fluorescence polarization, 1 h; inhibition, % at 24.9 µM; 300,000 compounds, 0.92% hits; AID 602252;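 active means mean inhibition of at least 30% with at least half of replicates also reaching 30%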;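 further: 0% = DMSO neutral control and 100% = excess unlabeled competitor peptide PRC23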
C-LANA FP = inhibitors of KSHV LANA C-terminal domain DNA binding; inhibition, % at 9 µM; MBP-C-LANA/FAM-LBS DNA binding, fluorescence polarization; 340,000 compounds, 0.078% hits;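 active means highest replicate inhibition at or above 60% at 9 µM, even if other replicates fall short; inactive means all replicates below 60% inhibition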;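 further: 0% = neutral control wells and 100% = 4 µM acridine orange control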
Keap1 Nrf2 FP = Keap1-Nrf2 (human) interaction inhibition. Keap1 Kelch-Nrf2 peptide fluorescence polarization, 1536-well. inhibition, % at 9.4 µM. 340,000 compounds, 0.15% hits. AID 504523; in the data active means inhibition above about 12%;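 further: human Keap1 Kelch domain with fluorescein labeled Nrf2 9mer peptide probe; 0% = neutral control wells and 100% = peptide positive control; higher means more block of Keap1 binding to Nrf2 peptide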
SR-BI uptake up = activators of SR-BI mediated HDL lipid uptake; CHO ldlA[mSR-BI] cells, DiI-HDL uptake fluorescence, 3 h; 100 = double the neutral-control signal; activation, % at 12.5 µM; 320,000 compounds, 0.096% hits;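 active means mean replicate activation of at least 60% and every replicate at or above 60%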;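 further: 0% = median plate neutral-control signal and 100% = twice that signal; values of inactives mirror those of a sister screen read the other way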
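Material: SR-BI-overexpressing, LDLR-lacking CHO cells; schedule: compound exposure 3 h, 37 °C; reagent: DiI-labelled HDL at 10 µg/mL final; technique: bottom-read fluorescence, 550/595 nm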
Rtt109 Vps75 = C. albicans Rtt109 histone acetyltransferase inhibition | Q5AAJ8 | purified Rtt109/Vps75, ThioGlo CoA-SH fluorescence, 4 h | inhibition, % at 34.9 µM | 330,000 compounds, 0.16% hits;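 active means inhibition of at least 50% in every replicate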
Target sequence (Q5AAJ8 whole entry, looked up): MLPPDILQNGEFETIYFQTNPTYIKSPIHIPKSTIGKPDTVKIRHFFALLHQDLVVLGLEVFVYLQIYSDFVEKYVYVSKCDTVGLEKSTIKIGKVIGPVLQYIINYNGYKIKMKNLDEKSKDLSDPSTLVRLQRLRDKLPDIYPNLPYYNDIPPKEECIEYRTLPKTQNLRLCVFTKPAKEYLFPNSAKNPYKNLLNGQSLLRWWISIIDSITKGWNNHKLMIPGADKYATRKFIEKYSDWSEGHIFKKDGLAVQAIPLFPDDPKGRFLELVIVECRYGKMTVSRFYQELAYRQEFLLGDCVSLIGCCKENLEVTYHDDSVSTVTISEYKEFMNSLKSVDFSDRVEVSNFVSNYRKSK
Numbers without * were called inactive; i = inactive; nt = no result given.

Start of the data: the first two records as a preview:
SMILES	DAGLB inhibitor	RTF Ca sens act	CAL PDZ FP-1	PKA-R2B act	RTF Ca sens inh	CAL PDZ FP-2	C-LANA FP	Keap1 Nrf2 FP	SR-BI uptake up	Rtt109 Vps75
S=C1SCN(CCN2CCOCC2)CN1Cc1ccccc1	2	3	0.2	-5	-4	nt	0.2	-1	12	-2
CC(O)C(=O)NCCOCCOCCNC(=O)C(C)O (stereo not given)	0	1	-1.3	-5	-2	-1	1.9	-3	6	8

Main list, repeating the preview:
SMILES	DAGLB inhibitor	RTF Ca sens act	CAL PDZ FP-1	PKA-R2B act	RTF Ca sens inh	CAL PDZ FP-2	C-LANA FP	Keap1 Nrf2 FP	SR-BI uptake up	Rtt109 Vps75
S=C1SCN(CCN2CCOCC2)CN1Cc1ccccc1	2	3	0.2	-5	-4	nt	0.2	-1	12	-2
CC(O)C(=O)NCCOCCOCCNC(=O)C(C)O (stereo not given)	0	1	-1.3	-5	-2	-1	1.9	-3	6	8
Cc1noc(NS(=O)(=O)c2ccc(NC(=O)c3cc(F)c(F)c(F)c3F)cc2)c1C	4	0	0.7	6	-7	-4	0.4	-2	18	0
CCOC(=O)c1nnn(CC(=O)Nc2cccc(F)c2)c1C(=O)OCC	-5	-2	-0.6	0	5	nt	0.6	5	-20	0
COCCCn1[nH]c2c3c(ccc2c1=O)C(=O)c1ccccc1C3=O	9	3	0.5	-6	3	-1	-0.1	-8	-7	-3
COc1ccc(OCC(=O)N2CCN(C(=O)Cc3ccccc3)CC2)cc1	0	0	-0.6	-8	-4	-2	-0.5	-1	-16	7
Cc1ccc([N+](=O)[O-])c2cccnc12	-3	1	-0.3	-8	0	25	1.6	-3	-4	-15
COC(=O)C1=NN(c2cccc(C)c2)C2C(=O)N(c3ccccc3OC)C(=O)C12 (stereo not given)	0	6	-2.2	-4	-1	-1	2.1	5	-8	-3
Cc1cc2cc3c(cc2nc1SCC(=O)N1CCN(C(=O)c2ccco2)CC1)OCO3	0	8	-2.8	2	-5	-2	-2.5	-6	-23	2
O=C(O)C1C2C=CC(C2)C1C(=O)Nc1cccc(Cl)c1 (stereo not given)	5	-1	-0.7	-7	-1	-2	0.4	4	1	-4
COc1cccc(C2(O)CC(C(F)(F)F)=NN2C(=O)c2ccccn2)c1 (stereo not given)	-1	-2	-2.1	1	-4	-3	2.0	0	6	-21
COc1cc(C(C(=O)NC(C)(C)C)N(C(=O)CNC(=O)c2cccs2)c2cccnc2)cc(OC)c1OC (stereo not given)	-4	-5	-2.5	-2	4	-7	-0.2	3	32	6
COc1ccc(CCNc2ccc(S(=O)(=O)N3CCCC3)cc2[N+](=O)[O-])cc1	1	1	1.2	-7	-5	-6	1.4	3	25	-6
N#CC1=C(N)N(c2ccc(Cl)c(Cl)c2)C(=O)C1	5	1	-0.2	-13	-8	nt	0.2	0	17	-30
CC(OC(=O)c1cc(Cl)ccc1[N+](=O)[O-])C(=O)NC(C)c1ccc(F)cc1 (stereo not given)	1	1	-1.3	-2	8	-4	0.7	1	-9	3
O=C(Nc1ccc(-c2cn3c(n2)SCC3)cc1)c1ccc2c(c1)OCO2	1	12	-0.6	1	-8	26	0.9	-3	-82	3
COC(=O)c1ccc(C)c(NS(=O)(=O)c2ccc(OC)c(OC)c2)c1	0	-1	-0.4	2	-1	-2	-0.7	-4	7	1
O=C1C(=O)N(CCN2CCOCC2)C(c2ccc([N+](=O)[O-])cc2)/C1=C(/O)c1ccc2c(c1)OCO2 (stereo not given)	-1	-6	-1.4	3	-6	0	-0.7	-2	11	12
COCCNC(=S)NNC(=O)c1ccc(-n2cnnn2)cc1	2	4	0.1	-2	2	4	-0.7	-3	-11	-28
COc1ccc(C(=O)Cn2cnc3ccccc3c2=O)cc1OC	2	17	-1.5	-4	9	-1	1.4	-6	-4	3
C=CCN=C1SC(CC)C(=O)N1S(=O)(=O)c1ccc(C)cc1 (stereo not given)	-3	8	-0.5	-8	-3	-2	-2.6	-1	10	2
CNC(CC(C)C)C(=O)NC1C(=O)NC(CC(N)=O)C(=O)NC2C(=O)NC3C(=O)NC(C(=O)NC(C(=O)O)c4cc(O)cc(O)c4-c4cc3ccc4O)C(O)c3ccc(c(Cl)c3)Oc3cc2cc(c3OC2OC(CO)C(O)C(O)C2OC2CC(C)(N)C(O)C(C)O2)Oc2ccc(cc2Cl)C1O (stereo not given)	1	-2	-0.1	2	-13	-2	-0.4	-3	16	0
Cc1ccnc(NS(=O)(=O)c2ccc(NC(=O)c3ccc(S(=O)(=O)N4CCOCC4)cc3)cc2)n1	-1	4	0.2	-9	-2	4	-0.5	-4	11	-1
Cc1cccc(C)c1NC(=O)CSc1nnnn1-c1ccc(C(=O)O)cc1	-2	-3	-0.4	4	-24	1	2.6	2	nt	-11
O=C(/C=C/c1ccco1)c1ccc(NC(=O)C23CC4CC(CC(C4)C2)C3)cc1	9	0	-0.9	-4	1	-5	-1.8	-8	-36	-4
CC(Sc1nnc(-c2cccnc2)n1-c1ccccc1)C(=O)NCc1ccc2c(c1)OCO2 (stereo not given)	-3	-3	-2.7	-11	3	-10	2.1	-4	18	8
Cc1ccnc(N2CCC(C(=O)NNC(=O)c3ccccc3)CC2)n1	-2	-2	-2.4	-11	-6	-7	0.3	0	2	-8
Cc1cccc(NC(=O)CN(C)C(=O)c2ccc(N3CCCCCC3)c([N+](=O)[O-])c2)c1C	8	6	0.3	0	-4	-1	1.5	-5	-31	6
CNC(=S)N/N=C/c1ccco1	0	5	-1.0	3	-15	-7	-0.3	-5	14	-2
CCc1nn(CC(=O)NCCCc2ccccc2)c(=O)c2cc3cc(F)ccc3n12	-6	0	-1.9	-2	2	-2	1.7	-2	-36	-1
CC(C)(C)[C@@H]1COC(=O)[C@@H](Cc2ccc(F)cc2)CC/C=C\C[C@@H](CC(=O)N(CCO)Cc2ccccc2)C(=O)N1	-1	4	-1.0	-8	3	-1	2.3	-1	5	3
Cc1ccc(CCNC(=O)CN2CCN(Cc3ccccc3F)C2=O)cc1	-1	-4	0.1	0	-5	-2	0.3	-2	26	-8
CCc1cc(C(=O)c2ccc(OC)cc2)c(NC(=O)CC(C)(C)CC(=O)O)s1	2	7	-2.2	2	0	-5	1.0	-1	nt	nt
CCOC(=O)c1c(NC(=O)Cn2nnc(-c3ccc(Cl)cc3)n2)sc(CC)c1C	-11	-3	-1.4	7	-3	6	-0.6	-7	nt	-17
Cn1cccc1CC(=O)N/N=C/c1ccc(Cl)c([N+](=O)[O-])c1	nt	nt	0.2	nt	nt	nt	-0.1	1	-1	5
O=c1c2ccccc2oc2cc(C#CC3(O)CCCCC3)ccc12	21	1	-1.4	-6	6	-1	-0.9	-4	1	-1
O=C(CN1CCOc2ccccc21)NCc1ccco1	-1	-2	-0.1	2	4	nt	-0.1	-3	-4	2
Cc1ccc(C(=O)N2CCCC(C(=O)c3ccc(Oc4ccccc4)cc3)C2)cn1 (stereo not given)	-1	4	-0.5	4	-7	-2	5.7	-3	0	5
CC(NCc1cccnc1)c1ccccc1 (stereo not given)	-4	4	0.9	-11	-3	0	-0.2	-4	37	0
COc1ccc(/C=C2\SC(=S)N(N3CCOCC3)C2=O)c(OC)c1	2	-3	-0.5	-7	-1	nt	-0.5	-6	15	8
Cc1c(Cl)cccc1S(=O)(=O)N1CCC(C(=O)NNC(=O)C2CC2)CC1	0	4	-2.2	5	-4	-4	-2.2	1	-45	-7
O=S(=O)(Nc1cc(S(=O)(=O)N2CCOCC2)ccc1N1CCOCC1)c1ccc2c(c1)OCCO2	0	0	-2.8	5	5	-2	0.1	3	2	5
O=C(CSc1nnc(SCc2ccccc2)s1)NNC(=S)Nc1ccccc1	1	1	-0.7	-1	3	-4	1.1	0	-14	2
Cc1cc(C)c2oc(-c3cccc(N)c3)nc2c1	0	6	-0.6	0	-6	-4	0.6	-5	2	3
COc1ccc(C2=CC(c3ccco3)n3ncnc3N2)cc1 (stereo not given)	-24	83*	-3.2	6	-98	-4	40	20*	-4	i
O=C(CN1C(=O)C(=O)N(C2CCCC2)C1=O)Nc1ccc(F)cc1F	-1	4	-2.3	-7	5	-1	1.4	-2	6	-2
COc1cc(C(=O)Nc2ccccc2NC(=O)c2cc(OC)c(OC)c(OC)c2)cc(OC)c1OC	-1	-3	-0.7	4	1	-3	-0.4	-1	7	-1
CN(C)S(=O)(=O)c1ccc2nnn(O)c2c1	-5	8	0.3	-11	-6	-4	-4.7	-2	5	0
COc1ccc(OC)c(CCNC(=O)c2ccc(CS(=O)(=O)c3ccc(Br)cc3)o2)c1	2	-2	0.2	1	0	0	0.3	-5	-49	12
COCc1cc(C)nc(SCc2ccc(Cl)cc2)c1C#N	-8	-2	-0.1	8	3	5	-0.3	-1	-32	-2
The results go on:
SMILES	DAGLB inhibitor	RTF Ca sens act	CAL PDZ FP-1	PKA-R2B act	RTF Ca sens inh	CAL PDZ FP-2	C-LANA FP	Keap1 Nrf2 FP	SR-BI uptake up	Rtt109 Vps75
O=C(COC(=O)c1ccccc1SCC(=O)N1CCCC1)Nc1ccccc1OC(F)F	-1	2	-2.7	-9	-14	-3	0.0	-6	-14	7
COc1cccc(NC(=S)N2CCC(N(C)CC3CCCO3)CC2)c1 (stereo not given)	0	10	-2.7	1	-12	2	0.2	-11	34	-13
O=C(Cc1ccc(NC(=O)C2CCCN(C(=O)CCc3ccccc3)C2)cc1)Nc1cccc(C(=O)N2CCCCC2)c1 (stereo not given)	-2	-3	-0.3	3	-8	-1	-4.1	-8	-71	-5
O=C(COC(=O)c1cccs1)c1ccccc1	-2	-2	-1.1	-12	-7	-3	-0.6	-5	2	-1
O=C(NC12CC3CC(CC(C3)C1)C2)N1CCN(S(=O)(=O)c2ccc(Cl)cc2)CC1	2	0	-1.7	-5	1	2	-1.1	0	27	nt
CN(C(=O)COC(=O)/C=C/c1ccc(C(F)(F)F)cc1)C1CCS(=O)(=O)C1 (stereo not given)	-2	0	-1.9	6	1	0	0.1	3	nt	-2
O=C(CN1C(=O)c2ccccc2C1=O)OC(C(=O)c1ccc(Cl)cc1)c1ccccc1 (stereo not given)	-8	0	-1.4	-2	-7	nt	0.5	-1	11	3
CCCCC(=O)Nc1c(-c2ccc(OC)c(OC)c2)c(=O)c2ccccc2n1C	0	-2	0.1	4	-5	-4	2.3	3	24	7
COc1ccc(CC(=O)NC(c2ccccc2)c2ccc(C)cc2)c(OC)c1 (stereo not given)	-6	3	0.2	1	-14	-2	0.4	-3	7	2
OCCNC(=S)NCCc1ccccc1	1	-3	0.2	5	-10	4	-0.8	1	-8	-3
CSc1nc2c(c(=O)n1-c1ccc(C)cc1)SCC2	0	1	-1.6	-4	3	-5	-2.4	-5	-17	-9
CS(=O)(=O)N1CCN(Cc2ccc([N+](=O)[O-])cc2)CC1	0	1	-2.4	13	-7	-3	-2.2	-1	-2	-3
